# EPAC2 antagonist = qHTS for Antagonist of cAMP-regulated guanine nucleotide exchange factor 2 (EPAC2): primary screen; EPAC2 GEF exchange of Rap1B-BODIPY-GDP, fluorescence; 360,000 compounds, 0.18% hits; Rap guanine nucleotide exchange factor 4 (Homo sapiens), Q8WZA2; Potency, µM (top dose mostly 114 µM), inactives show top-dose activity, negative = inhibition, actives largely listed as inhibitors; further: potency means the concentration at half of the fitted maximal effect; on the % scale 0 is the no-effect control and ±100 the full control effect; nearly all actives have a fitted effect of over 45% in size; many of its hits are not listed in these tables
# Akt phos inh = HTS Assay for Inhibitors of Akt Phophorylation: Primary Screen. Neuro2A IGF-stimulated pAkt S473 HTRF, 20 min; hits give low values. activity change, % for hits at 50 µM. 360,000 compounds, 0.32% hits. AID 651550, 2012; in the data active means activity change below about -80%; inconclusive means mostly about -51% to -80%; further: on the % scale 0 is the no-effect control and ±100 the full control effect
#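 Neuro2A cells in DMEM with 0.5% FBS, overnight at 37 deg C, given compound at single 50 µM final, then IGF (6 nM final) for 20 min at 37 deg C. Lysed; phospho-Akt Ser473 by HTRF after 24 h, 665/615 ratio.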
# EPAC2 agonist = qHTS for Agonist of cAMP-regulated guanine nucleotide exchange factor 4 (EPAC2): primary screen | Rap guanine nucleotide exchange factor 4 (Homo sapiens), Q8WZA2 | EPAC2 activation, biochemical qHTS; response scale: 100% = 6.5 mM cAMP response | Potency, µM (titrated, usually from 154 µM), for the others: at the top dose activation, hits mostly activators | 360,000 compounds, 0.079% hits; further: potency means the concentration at half of the fitted maximal effect; nearly all actives have a fitted effect of over 50% in size
#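 In this primary screen, activation is scored as increased exchange of BODIPY-GDP from Rap1B by 100 nM EPAC2, with 50 uM GDP as competitor. Signal is normalized to the 6.5 mM cAMP agonist control.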
# Mm-Cpn inhibitor = Inhibitors of TCP-1 ring complex (TRiC) of Methanococcus maripaludis (MmCpn): qHTS; AID 504842, 2011; 330,000 compounds, 0.031% hits; purified Mm-Cpn ATPase, ADP Transcreener TR-FRET; Potency, µM (doses to about 76.9 µM), without a hit: at the highest dose activity, negative = inhibition, most hits filed as inhibitors; Chaperonin Mm-Cpn (Methanococcus maripaludis); further: potency means the concentration at half of the fitted maximal effect; on the % scale 0 is the no-effect control and ±100 the full control effect; nearly all actives have a fitted effect of over 80% in size
#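 Measured: ADP formation by purified Mm-CPN. Conditions: 25 nM protein, 10 uM ATP, Tris pH 7.4 with Mg2+, K+ and DTT, 37°C for 30 min. Detection: Transcreener HTRF after 30 min at room temperature.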
# CCT chaperon mod = High-Throughput Screening for Modulators of Cytosolic Chaperonin Activity. purified chaperonin ATPase assay, HTRF ADP detection, 30 min. activity change, % (concentration not given with the values), hits read low. 360,000 compounds, 0.3% hits. AID 651819, 2012; in the data active means activity change below about -30%; further: on the % scale 0 is the no-effect control and ±100 the full control effect
#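 First, chaperonin was dispensed at 40 nM or 20 nM final depending on batch activity. Next, compounds were pinned at 76 uM and ATP added at 10 uM. After 30 min at 37 °C, ADP detection reagents ran 30 min at ambient temperature.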
# PTHR1 agonist = qHTS for PTHR1 Agonists: Primary Screen | 410,000 compounds, 0.075% hits | Potency, µM (highest dose often 115 µM), for the others: at the top dose activation, most hits filed as activators | HEK293 GP2 PTHR1 cells, GloSensor cAMP luminescence, 1 h | Parathyroid hormone/parathyroid hormone-related peptide receptor (Homo sapiens), Q03431 | AID 743266, 2014; further: potency means the concentration at half of the fitted maximal effect; nearly all actives have a fitted effect of over 55% in size; some results filed as inactive show a strong effect at the top dose; inactives centre near -15; many of its hits are not listed in these tables
# Target sequence (Q03431 whole entry, looked up): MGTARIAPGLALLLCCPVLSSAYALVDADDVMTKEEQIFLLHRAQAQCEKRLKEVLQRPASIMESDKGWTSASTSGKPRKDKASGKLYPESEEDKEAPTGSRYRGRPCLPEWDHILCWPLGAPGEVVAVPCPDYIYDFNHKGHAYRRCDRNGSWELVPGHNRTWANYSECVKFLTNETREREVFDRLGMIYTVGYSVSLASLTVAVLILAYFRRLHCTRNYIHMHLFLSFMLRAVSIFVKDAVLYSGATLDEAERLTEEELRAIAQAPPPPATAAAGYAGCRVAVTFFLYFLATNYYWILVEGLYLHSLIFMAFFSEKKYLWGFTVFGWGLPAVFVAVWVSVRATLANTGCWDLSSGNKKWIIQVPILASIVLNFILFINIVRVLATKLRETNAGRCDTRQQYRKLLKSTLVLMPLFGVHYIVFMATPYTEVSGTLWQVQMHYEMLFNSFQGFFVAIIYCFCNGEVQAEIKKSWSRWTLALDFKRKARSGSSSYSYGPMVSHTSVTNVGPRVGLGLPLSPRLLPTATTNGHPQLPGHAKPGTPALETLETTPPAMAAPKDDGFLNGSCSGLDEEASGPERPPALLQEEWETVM
#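 HEK-293-derived GP2 cells expressing PTHR1 and a GloSensor cAMP reporter, 3,000/well, plated overnight, given luciferin plus IBMX (each 0.5 mM as added) for 1 h at 37 °C, then compound for 1 h at 37 °C. Luminescence was read after 15 min at room temperature.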
# DRD3 antagonist = qHTS of D3 Dopamine Receptor Antagonist: qHTS | D(3) dopamine receptor (Homo sapiens), P35462 | D3R cells, DiscoveRx beta-arrestin luminescence, antagonist mode; hits give low values | max response, negative = inhibition, % | 360,000 compounds, 2.5% hits | AID 652054, 2013; in the data active means max response below about -50%; inconclusive means no clear call, values can overlap the other calls; further: on the % scale 0 is the no-effect control and ±100 the full control effect; mostly tested at two doses, the higher about 12 µM
# Target sequence (P35462 whole entry, looked up): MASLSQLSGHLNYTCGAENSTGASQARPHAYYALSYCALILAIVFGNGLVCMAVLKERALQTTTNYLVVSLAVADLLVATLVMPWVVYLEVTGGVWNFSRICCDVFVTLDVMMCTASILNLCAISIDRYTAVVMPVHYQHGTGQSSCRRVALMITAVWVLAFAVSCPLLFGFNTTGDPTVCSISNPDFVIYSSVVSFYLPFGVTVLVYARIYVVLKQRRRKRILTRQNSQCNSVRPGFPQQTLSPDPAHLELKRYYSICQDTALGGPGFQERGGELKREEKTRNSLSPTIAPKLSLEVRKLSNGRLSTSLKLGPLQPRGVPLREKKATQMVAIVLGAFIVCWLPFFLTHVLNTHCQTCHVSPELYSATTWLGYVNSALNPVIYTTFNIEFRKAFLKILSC
#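 Cells plated overnight at 1500 cells/well, then exposed to library compounds with dopamine controls for 90 minutes at 37 degrees C. DiscoveRx reagent added for 30–60 minutes at room temperature; luminescence read, quantitative HTS format.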
# D3 ag = qHTS of D3 Dopamine Receptor Agonist: qHTS. D(3) dopamine receptor (Homo sapiens), P35462. D3R DiscoveRx beta-arrestin cells, luminescence, 90 min. max activation, %. 410,000 compounds, 0.58% hits. AID 652048, 2013; in the data active means max activation above about 30%; further: 0% is about no effect; mostly tested at two doses, the higher about 12 µM
#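 Cells at 1500/well, incubated overnight, then treated with pinned compounds (dopamine as control) for 90 min at 37 degrees C. DiscoveRx reagent added for 30 - 60 minutes at room temperature; luminescence read.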
# * marks the source's active call; other numbers are inactive results; i = inactive; ? = inconclusive; · = not tested or not shown; [ ] = remark or other dose. Unless noted, the call rests on the fitted dose curve; in most records, active means well fitted curve in the direction sought with a large enough effect; inconclusive means small, poorly fitted or top-dose-only effect, or another doubt; inactive means no such curve, though single readings can be large; an effect the other way counts as inactive or inconclusive. This is a subset. The share of hits here may be higher or lower than overall.
# Sample of the layout (two entries):
structure	EPAC2 antagonist	Akt phos inh	EPAC2 agonist	Mm-Cpn inhibitor	CCT chaperon mod	PTHR1 agonist	DRD3 antagonist	D3 ag
COc1cc(/C=C2\C(=N)N3N=CSC3=NC2=O)ccc1OS(=O)(=O)c1ccccc1	-13.2%	i	3.9%	-7.0%	-0.3	-50.5%[inhibitor]	-4.2	-2.1
c1ccc2c(SCc3cn4cccnc4n3)ncnc2c1	-0.6%	i	1.0%	-2.1%	-2.7	6.0%[57.5 µM]	-5.2	-1.9

# Main list, from the start:
structure	EPAC2 antagonist	Akt phos inh	EPAC2 agonist	Mm-Cpn inhibitor	CCT chaperon mod	PTHR1 agonist	DRD3 antagonist	D3 ag
COc1cc(/C=C2\C(=N)N3N=CSC3=NC2=O)ccc1OS(=O)(=O)c1ccccc1	-13.2%	i	3.9%	-7.0%	-0.3	-50.5%[inhibitor]	-4.2	-2.1
c1ccc2c(SCc3cn4cccnc4n3)ncnc2c1	-0.6%	i	1.0%	-2.1%	-2.7	6.0%[57.5 µM]	-5.2	-1.9
CCOc1nc(-c2ccccc2)ccc1-c1noc(-c2ccc(OC)c(OC)c2)n1	7.9%	i	8.8%	·	-1.2	-20.7%	-4.2	-2.4
CC(C)(C)OC(=O)C[C@H]1C/C=C\C[C@H](CC(=O)N(CCO)Cc2ccccc2)C(=O)N[C@@H](c2ccccc2)COC1=O	-4.1%	i	3.6%	2.3%	-5.4	16.9%	34.2	-0.6
Cc1cc(C)n(CCCNC(=O)c2ccc(S(=O)(=O)NCc3ccco3)cc2)n1	7.1%	i	-1.4%	?	1.9	i	6.2	3.6
COc1ccc2oc(C(=O)NNC(=O)c3ccc(F)cc3)c(C)c2c1	-4.0%	i	-1.2%	-1.6%	-1.4	-9.5%	-0.5	-5.2
CCc1nnc(NC(=O)CCN(c2cc(C)cc(C)c2)S(=O)(=O)c2ccc(Cl)cc2)s1	-12.3%	i	0.1%	-1.3%	0.5	i	-19.9	-6.2
COc1cc(C(C)=O)ccc1OCC(=O)c1cc(C)n(C2CC2)c1C	-3.8%	i	7.6%	-0.2%	-2.1	-7.1%[57.5 µM]	8.1	-7.1
COc1ccccc1N(C)S(=O)(=O)c1ccc(C(=O)OCC(=O)N2CCC2)cc1	9.7%	i	5.7%	0.7%	-2.0	i	9.8	9.3
Cc1cccc(NC(=S)NNC(=O)CCn2cc(C)cn2)c1	1.7%	i	-1.4%	-0.9%	-2.2	i	-29.8	-27.4
NC(Cc1ccc(Cl)cc1)c1csc(NC(=O)NCC2CCCCC2)n1 (stereo not drawn)	-2.1%	i	8.3%	·	1.6	-5.2%	9.5	-4.2
C=CCN1C(=O)C2(c3ccccc31)C1CCCC=C1C(C#N)=C(N)C2(C#N)C#N (stereo not drawn)	12.4%	i	2.4%	1.4%	-0.2	-7.5%[57.5 µM]	?	1.6
COc1ccc(C(=O)CCN2CCC(C)CC2)cc1	8.8%	i	1.1%	3.6%	-1.6	i	-24.6	-14.1
CCOC(=O)N1CCC(N(C(=O)Nc2ccccc2)C(C)CC)CC1 (stereo not drawn)	-2.6%	i	2.1%	0.3%	-0.4	i	-15.4	-6.6
COc1ccc(-n2c(Cc3cccs3)nnc2SCC(=O)Nc2ccc3c(c2)OCCO3)cc1	-4.4%	i	1.9%	0.2%	-3.1	i	13.6	21.8
C(#Cc1ccccc1)C[N+]1(CC#Cc2ccccc2)CCCCC1	4.6%	i	4.1%	-0.3%	-2.2	-21.2%	-4.2	3.2
Cc1ccc(C(OCC(O)CN2CCCCC2CO)c2ccccc2)cc1 (stereo not drawn)	6.7%	i	2.7%	-0.8%	0.2	-17.8%	12.3	-2.8
Nc1nc(Nc2ccccc2F)nc(N2CCCC2)c1[N+](=O)[O-]	-5.6%	i	10.7%	-2.1%	3.1	-9.5%	-1.1	-4.7
CCCOc1nc(C)cc(COC)c1C(N)=O	2.9%	i	8.6%	-3.7%	0.7	-64.1%[inhibitor]	1.5	-9.9
O=C(CCNS(=O)(=O)c1ccc(Br)cc1)NCc1ccco1	-2.0%	i	-4.0%	-0.4%	-1.4	-22.8%	0.0	0.2
O=C(c1ccccc1SCc1ccccc1)N1CCCCCC1	-22.1%	i	9.1%	2.5%	0.2	-15.3%	-26.9	-10.4
CC(=O)c1ccc(C(=O)NC2CCCN(Cc3ccc(Cl)cc3)C2)s1 (stereo not drawn)	-4.2%	i	6.6%	-1.4%	-0.1	-2.8%	-11.8	-28.6
CCCCNC(=O)CSc1nc2ccccc2c(=O)n1CC1COc2ccccc2O1 (stereo not drawn)	-2.7%	·	4.7%	0.2%	-0.9	i	-18.1	-0.8
O=C(Nc1ccccn1)c1ccc([N+](=O)[O-])cc1Cl	-0.8%	i	-4.6%	2.4%	-0.1	i	5.6	3.0
CN(C)NC(=O)c1cccc(Cl)c1	7.6%	i	14.4%	-0.1%	-2.6	-12.5%	-11.9	-17.0
O=C(Oc1ccc(C(=S)N2CCOCC2)cc1)c1cc([N+](=O)[O-])cc([N+](=O)[O-])c1	-2.7%	i	0.2%	-3.1%	-0.3	i	-17.6	5.1
O=C(NNS(=O)(=O)c1ccc(Cl)cc1)c1cccs1	-2.7%	i	10.8%	-1.2%	-13.6	?	-61.5*	8.0
Cc1ccc(S(=O)(=O)Nc2ccc(=O)n(Cc3ccc(Cl)c(Cl)c3)c2)cc1	-27.0%	i	9.8%	2.7%	-1.3	-10.0%[57.5 µM]	-16.6	1.5
CC1(C)NC(=O)N(CCCOc2ccc(Br)cc2Cl)C1=O	12.0%	i	-7.9%	6.5%	2.5	-50.4%[inhibitor]	?	13.1
CC(C)C(=O)N1CCN(c2cc(N3CCN(C)CC3)c(F)cc2[N+](=O)[O-])CC1	0.8%	i	8.1%	0.0%	-3.7	-5.4%	-14.5	1.1
COc1ccccc1CN(CC(=O)NCc1ccco1)C(=O)CNS(=O)(=O)c1ccc(C)cc1	-9.4%	i	0.3%	2.0%	-5.1	-19.8%[57.5 µM]	-19.0	-8.6
C=CC[C@H]1C(C(=O)OCC)=CC[C@@H](c2ccccc2)N1S(=O)(=O)c1ccc(C)cc1	7.0%	i	9.1%	·	0.2	i	3.4	4.0
COC(=O)c1cc(NC(=O)COC(=O)C2COc3ccccc3O2)cc(C(=O)OC)c1 (stereo not drawn)	-7.9%	i	4.3%	0.4%	-2.4	i	-0.1	-0.7
Cc1c(Cl)c([N+](=O)[O-])nn1CCCC(=O)Nc1cccnc1	11.2%	i	10.6%	0.4%	0.2	-32.7%[inhibitor]	0.0	-5.8
CCc1ccc(NC(=O)COn2nnc3ccc(S(=O)(=O)N(C)C)cc32)cc1	-4.7%	i	13.1%	2.1%	2.3	-35.7%[inhibitor]	-9.3	-1.8
OC(CNCC1CCCO1)COc1ccc(OCC(O)CNCC2CCCO2)cc1 (stereo not drawn)	1.3%	i	4.6%	-0.4%	0.3	i	-21.7	-6.9
CCCCCCCCCCCCS[C@H]1CS(=O)(=O)C[C@@H]1O	-10.8%	i	1.3%	-1.5%	0.7	-1.0%	-6.0	-12.1
COC(=O)c1c(NC(=O)CCN2CCOCC2)sc2c1CCCC2	-17.1%	i	4.9%	-1.8%	-0.5	-5.6%	3.4	1.3
N#Cc1cnn(-c2ccc([N+](=O)[O-])cc2[N+](=O)[O-])c1N	3.0%	i	2.3%	·	-2.2	-2.7%	-5.3	3.3
CCC(CC)C(=O)Nc1cccc(C(=O)Nc2ccc3c(c2)OCO3)c1	4.4%	i	2.6%	-1.2%	0.9	i	-20.1	-4.7
CC(=O)Nc1ccc(Nc2cc(C(C)C)nc3c(-c4ccccc4)c(C)nn23)cc1	?	i	-2.7%	-3.2%	2.4	-8.0%	21.8	1.2
O=C(CCSc1nnc(-c2ccc(O)cc2)o1)N1CCOCC1	17.0%	i	2.5%	-0.3%	-0.1	-2.2%	8.3	-0.4
CCOC(=O)C1=CC[C@@H](c2cc3ccc(OC)cc3n2C)N(S(=O)(=O)c2ccc(C)cc2)[C@H]1C(=O)OCC	?	i	-3.0%	-2.4%	-2.1	-4.4%	-16.8	-0.1
O=C(Nc1ccc(Nc2ccccc2)cc1)Nc1ccccc1Cl	-0.1%	i	4.9%	-0.2%	-1.0	-17.7%	-29.5	7.3
COc1ncnc2sc3c(c12)CCCC3	0.1%	i	12.3%	2.0%	-1.1	-40.8%[inhibitor][57.5 µM]	-10.0	8.5
CC(=O)c1ccc(Nc2c([N+](=O)[O-])ccc3nonc23)cc1	-1.9%	i	-5.9%	?	0.5	i	-12.7	-3.4
C=CCOc1ccc(C(=O)Nc2ccc3c(c2)n(C)c(=O)n3C)cc1	3.4%	i	5.1%	-0.2%	-0.8	-70.4%[inhibitor]	7.2	6.5
O=C1CCC(=O)N1CN(C(=O)c1ccco1)c1ccc(Cl)c(Cl)c1	3.7%	i	4.4%	-3.9%	-0.1	-19.8%[57.5 µM]	-24.2	-1.7

# Quoted at random: 2 entries already listed
structure	EPAC2 antagonist	Akt phos inh	EPAC2 agonist	Mm-Cpn inhibitor	CCT chaperon mod	PTHR1 agonist	DRD3 antagonist	D3 ag
O=C1CCC(=O)N1CN(C(=O)c1ccco1)c1ccc(Cl)c(Cl)c1	3.7%	i	4.4%	-3.9%	-0.1	-19.8%[57.5 µM]	-24.2	-1.7
CCC(CC)C(=O)Nc1cccc(C(=O)Nc2ccc3c(c2)OCO3)c1	4.4%	i	2.6%	-1.2%	0.9	i	-20.1	-4.7

# Source: PubChem (National Center for Advancing Translational Sciences (NCATS))
